From PubChem
TbPYK inhibitor = blocks Trypanosoma brucei pyruvate kinase; Q57TT1; TbPYK enzyme, Kinase-Glo Plus ATP luminescence, 45 min; Potency, µM (doses to about 76.8 µM), for inactives: at the top dose activity, negative = inhibition, actives largely listed as inhibitors; hit rate 0.12% among 410,000; AID 624173; active = well fitted inhibition curve with a large enough effect; also: nearly all actives have a fitted effect of over 50% in size
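TbPYK + substrate in 50 mM TEA pH 7.2, 100 mM KCl, 10 mM MgCl2, 0.05% BSA, 0.01% Tween-20; cpd pinned; ADP 130 uM final; 45 min RT; Kinase-Glo Plus 10 min; luminescence endpoint.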
* hit, by the source's call; [ ] = another dose, or the depositor's remark. % is scaled to controls: 0 for no effect and ±100 for the full control effect; potency is read from the fitted curve at half-maximal effect. Not all compounds are listed; rates above refer to the full screens.

SMILES	TbPYK inhibitor
COCCCNC(=O)Cn1c(=O)n(-c2ccc(C)c(C)c2)c(=O)c2c3c(sc21)CCCCC3	-3%
CCN(CC)C(=O)C1=C(C)N(Cc2ccc(C(C)(C)C)cc2)C(=O)C(CC(=O)NC(c2ccccc2)c2ccccc2)C1 (stereo not drawn)	-5%
Cc1ccc(-n2ncc(C(=O)NCCCN3CCc4ccccc4C3)c2C2CCN(C(=O)OC(C)(C)C)CC2)c(C)c1	1%
COc1ccc(-n2c(SCc3nc(-c4ccc(C)cc4)no3)nnc2-c2ccccc2)cc1	-1%
Cc1ccc(S(=O)(=O)NC(=O)C2(C)CCN2C(=O)c2ccccc2CCc2ccccc2)cc1 (stereo not drawn)	4%
COc1ccc(-c2nc3ccc(Br)cn3c2Cc2cccc(Cl)c2)cc1OC	-8%
CC(C)c1cc(C(=O)OCC(=O)NC2CCS(=O)(=O)C2)c(O)c(C(C)C)c1 (stereo not drawn)	6%
O=C(COc1ccccc1)Nc1ccccc1C(=O)OCc1cc(=O)n2nc(C3CC3)sc2n1	3%
CC1=C(C(=O)OCC2CCCCC2)C(c2ccccc2F)NC(=O)N1 (stereo not drawn)	2%
Cc1ccc(C(c2sc3nc(-c4ccco4)nn3c2O)N2CCN(Cc3ccccc3)CC2)cc1 (stereo not drawn)	2%
CCOC(=O)C1(Cc2ccccc2C#N)CCCCC1=O (stereo not drawn)	-12%
CN(CCc1ccccc1)C(=O)c1ccc(NC(=O)Cc2ccc(NC(=O)C3CCCN(C(=O)C4CCCCC4)C3)cc2)cc1 (stereo not drawn)	1%

Next section, starting with the last three of the part before.
SMILES	TbPYK inhibitor
Cc1ccc(C(c2sc3nc(-c4ccco4)nn3c2O)N2CCN(Cc3ccccc3)CC2)cc1 (stereo not drawn)	2%
CCOC(=O)C1(Cc2ccccc2C#N)CCCCC1=O (stereo not drawn)	-12%
CN(CCc1ccccc1)C(=O)c1ccc(NC(=O)Cc2ccc(NC(=O)C3CCCN(C(=O)C4CCCCC4)C3)cc2)cc1 (stereo not drawn)	1%
COc1ccc(NC(=O)Cn2c(C)cc3ccccc3c2=O)c(OC)c1	2%
CCc1nc2c(OCCn3cccc3)cccn2c1N(C)C(=O)c1ccc(C)cc1	-5%
COc1ccc(Cn2c(CO)cnc2SCc2ccccc2C)cc1	0%
COc1cc(C(C)=O)ccc1OCc1cn(CC(=O)c2ccc(O)cc2)nn1	-8%
CCN(CC(=O)Nc1ccc2c(c1)OCCO2)C(=O)COc1ccc(C(C)=O)cc1	-15%
O=C(Nc1ccc(NC(=O)c2cccs2)cc1)c1ccc(Br)cc1	1%
CCOc1ccccc1-c1nc(SCC(=O)c2ccc(OC)c(Br)c2)n[nH]1	-3%
CC(C)(C)NC(=O)C1c2ccccc2OCC(=O)N1CCCN1CCOCC1 (stereo not drawn)	0%
O=C(COC(=O)c1cnc(Cl)c(Cl)c1)NC1CCCC1	-7%
COc1ccc(S(=O)(=O)N(CC(=O)NCCSCc2ccccc2)c2ccc(C)cc2)cc1	0%
CCCOC(=O)c1ccc(NC(=O)C2CC(=O)N(c3ccc(C)cc3)C2)cc1 (stereo not drawn)	0%
Cc1cccc(-c2nc3c(C#N)c[nH]n3c2NC2CCCCC2)c1	-10%
COc1ccc(NC(=O)CCS(=O)(=O)c2cc3c(cc2C)NC(=O)CO3)cc1Cl	3%
CC(C)(C)NC(=O)C(c1ccc(O)cc1)N(Cc1ccc2c(c1)OCO2)C(=O)CCl (stereo not drawn)	-16%
COC(=O)C1=C(c2ccc(S(C)(=O)=O)cc2)C[C@@H]2CC[C@H]1N2C(=O)N1CCC(O)CC1	3%
COc1cc(C(=O)N2CCC(N3CCCCCC3)CC2)cc(OC)c1OC	4%
CCN(CC)CCNC(=O)c1ccc2nc(CCc3ccccc3)oc2c1	-1%
O=C(CC[C@H]1O[C@@H](n2ccc(=O)[nH]c2=O)[C@H](O)[C@@H]1O)N[C@H](Cc1ccccc1)C(=O)NCc1cccs1	2%
Cn1cnc(S(=O)(=O)N2CCC(C(=O)N3CCN(c4ccc(Cl)cc4)CC3)CC2)c1	-5%
CCOC(=O)C1(CCc2ccccc2)CCN(C(C)CSC)CC1 (stereo not drawn)	1%
CCOC(=O)c1cc(S(=O)(=O)N2CCN(c3ccc(F)cc3)CC2)[nH]n1	-9%
O=C(c1ccc2c(c1)N(Cc1ccccc1F)C(=O)c1ccccc1S2(=O)=O)N1CCN(c2ccccn2)CC1	-2%
Clc1cccc(-n2ncc3c(NCCCc4ccccc4)ncnc32)c1	-2%
COc1ccc(-c2cc(NC(C)=O)c3ncc(-c4cc(OC)c(OC)c(OC)c4)n3c2)cn1	5%

Given as labelled records: three of the compounds above.
COc1ccc(-c2cc(NC(C)=O)c3ncc(-c4cc(OC)c(OC)c(OC)c4)n3c2)cn1
  TbPYK inhibitor: 5%
COC(=O)C1=C(c2ccc(S(C)(=O)=O)cc2)C[C@@H]2CC[C@H]1N2C(=O)N1CCC(O)CC1
  TbPYK inhibitor: 3%
Cn1cnc(S(=O)(=O)N2CCC(C(=O)N3CCN(c4ccc(Cl)cc4)CC3)CC2)c1
  TbPYK inhibitor: -5%

New compounds follow
SMILES	TbPYK inhibitor
Cc1ccc(-c2cn3c(n2)sc2cc(C(=O)NC4CCCCCC4)ccc23)c(C)c1	-3%
CC(C)c1ccc2occ(CC(=O)Nc3cccc(C(F)(F)F)c3)c2c1	1%
CCCCNC(=O)C1(C)CCC(=O)N1C1CCN(Cc2ccccc2)CC1 (stereo not drawn)	8%
COc1ccc(OCC(=O)N2CCN(C(=O)c3cc(OC)c(OC)c(OC)c3)CC2)cc1	-4%
CN1CCN(C(CNC(=O)C(=O)Nc2ccc(F)cc2)c2cccnc2)CC1 (stereo not drawn)	-14%
COc1cc(-c2nc3ncccn3c2Nc2ccc(C)cc2C)ccc1O	-11%
O=[N+]([O-])c1ccc(C(S(=O)(=O)Cc2ccccc2)S(=O)(=O)Cc2ccccc2)cc1	0%
COc1ccc(Cc2nc3c4cnn(-c5ccccc5F)c4ncn3n2)cc1	3%
CCN1CCN(c2oc(/C=C/c3cc(OC)c(OC)c(OC)c3)nc2C#N)CC1	-2%
O=C(NC(c1ccccc1)c1ccc2ccccc2n1)C1CCN(Cc2ccc(Oc3ccccc3)cc2)CC1 (stereo not drawn)	5%
O=C(Cn1c(=O)oc2cc(S(=O)(=O)NCc3ccccc3)ccc21)NCc1ccc(Cl)cc1	-3%[15.4 µM]
NC(=O)c1cccc(Nc2nc(C(N)CCc3ccccc3)cs2)n1 (stereo not drawn)	0%
CCOc1ccc(N2CC(NC(=O)c3cc4ccccc4o3)CC2=O)cc1 (stereo not drawn)	2%
COC(=O)C1=NNC(C(=O)OC)C1c1ccccc1 (stereo not drawn)	-2%
CCOC(=O)c1[nH]c(C)c(CCC(=O)NCc2ccc(OC(C)C)cc2)c1C	-5%
Cc1ccc(C2=CC(c3ccccc3C)n3c(nc4ccccc43)N2)cc1 (stereo not drawn)	-1%
Cc1ccc(CNC(=O)C2CCCCN2S(=O)(=O)c2ccc(F)cc2)cc1 (stereo not drawn)	3%
CCOc1ccc(NC(=O)CC2Nc3cccc4cccc(c34)NC2=O)cc1 (stereo not drawn)	-5%
O=C1NC(=S)NC(=O)C1=Cc1c(Cl)cccc1Cl	-19%
COc1ccc2c(CN3CCCC3)cc(=O)oc2c1	0%
Cc1ccc(-c2nc3cc(C(C)C)ccc3o2)cc1NC(=O)c1cccs1	1%
COc1cc(OC)cc(C(=O)NC(C(=O)NNC(=O)CN(C)S(=O)(=O)c2ccc(C)cc2)C(C)C)c1 (stereo not drawn)	0%
CCc1cccc(NC(=O)C(CC(C)C)NS(=O)(=O)c2ccc3c(c2)oc(=O)n3C)c1 (stereo not drawn)	-5%
O=C(Nc1cccc(Cl)c1)C1CCN(c2nc3ccccc3nc2C(F)(F)F)CC1	-4%
C=C1C(=O)[C@]23C[C@H]1CCC2[C@@]1(C)C(C[C@@H]3O)[C@](C)(C(=O)O)C[C@H](O)[C@@H]1O (stereo partly drawn)	-1%
CS(=O)(=O)N(CC(=O)N1CCCC1)C1CCCCC1	-8%
COc1ccc(CCNC(=O)c2cc(-c3ccccc3)nc3ccccc23)cc1OC	-11%
Cn1c(=O)c2c(nc3n(-c4ccc(O)cc4)c(-c4ccc(Br)cc4)cn23)n(C)c1=O	4%
Cc1ccc(C(=O)N2CCc3cc(CNC(=O)COc4ccccc4)ccc32)cc1	-16%
CCN(CC)S(=O)(=O)c1ccc2c(c1)N(CC(=O)N1CCN(c3ccc(Cl)cc3)CC1)C(=O)CO2	-16%
Cc1noc(C)c1S(=O)(=O)Nc1ccc2c(c1)C(=O)N([C@H](C)CO)C[C@H](C)[C@H](CN(C)C(=O)NC(C)C)OCCCC[C@@H](C)O2	3%
O=C(CCS(=O)(=O)c1cccc2nonc12)Nc1ccc(F)cc1F	-7%
CNc1nc2c(c(=O)n(C)c(=O)n2C)n1CC(O)COc1ccc(OC)cc1 (stereo not drawn)	-7%
CCCc1ccc(S(=O)(=O)N2CCC(c3nnc(-c4cccc(C)c4)o3)CC2)cc1	-25%
COC(=O)c1cccc(Cn2nnc3sc4c(c3c2=O)CCC(C(C)(C)C)C4)c1 (stereo not drawn)	2%
O=C(NCC1=C(c2ccc3ccccc3c2)C[C@@H]2CC[C@H]1N2Cc1ccco1)c1ccc([N+](=O)[O-])cc1	1%

Quoted at random: 7 records from the list, in no set order.
SMILES	TbPYK inhibitor
Cc1ccc(C(=O)N2CCc3cc(CNC(=O)COc4ccccc4)ccc32)cc1	-16%
Cn1c(=O)c2c(nc3n(-c4ccc(O)cc4)c(-c4ccc(Br)cc4)cn23)n(C)c1=O	4%
CCN(CC)S(=O)(=O)c1ccc2c(c1)N(CC(=O)N1CCN(c3ccc(Cl)cc3)CC1)C(=O)CO2	-16%
CCCc1ccc(S(=O)(=O)N2CCC(c3nnc(-c4cccc(C)c4)o3)CC2)cc1	-25%
C=C1C(=O)[C@]23C[C@H]1CCC2[C@@]1(C)C(C[C@@H]3O)[C@](C)(C(=O)O)C[C@H](O)[C@@H]1O (stereo partly drawn)	-1%
Cc1noc(C)c1S(=O)(=O)Nc1ccc2c(c1)C(=O)N([C@H](C)CO)C[C@H](C)[C@H](CN(C)C(=O)NC(C)C)OCCCC[C@@H](C)O2	3%
O=C(CCS(=O)(=O)c1cccc2nonc12)Nc1ccc(F)cc1F	-7%

Remaining list, next part.
SMILES	TbPYK inhibitor
Cc1cc(O)c(Sc2ccc(Cl)cc2)c(=O)[nH]1	-8%
CCOC(=O)N(C)c1c(CC)nc2c(OCCC3CCCCC3)cccn12	1%
CCOC(=O)CNC(=O)C(Cc1ccccc1)NS(=O)(=O)c1ccc2c(c1)CCC(=O)N2 (stereo not drawn)	0%
O=C(CSc1ccc2nnc(-c3cccnc3)n2n1)Nc1ccccc1F	-1%
CN1CCCN(c2cc(-c3ccc4ccccc4c3)nc3ccnn23)CC1	-9%
COc1ccc(OC)c(NC(=O)CSc2ccnc(=O)[nH]2)c1	1%
CC(C)=CCc1c(O)ccc(C2COc3c(CC=C(C)C)c(O)cc(O)c3C2=O)c1O (stereo not drawn)	-1%
O=C(NC1(C(F)(F)F)N=C(c2ccccc2)N(C2CCCCC2)C1=O)c1ccc(F)cc1 (stereo not drawn)	4%
CSc1ccc(-c2nnc(NC(=O)c3ccc4c(c3)OCCO4)o2)cc1	1%
CCC(Cc1ccccc1)NC(=O)c1oc(=O)c2ccccc2c1-c1ccccc1 (stereo not drawn)	1%
COc1ccc(-c2cn3nc(N4CCC(C(=O)Nc5cccc(OC)c5)CC4)sc3n2)cc1	-8%[15.4 µM]
O=C(c1cccc(F)c1)N1CCC2(CC1)CCN(c1ccc(-c3ccccc3)cc1)CC2	-8%
O=C(Nc1ccc([N+](=O)[O-])cc1)C(c1ccccc1)c1ccccc1	-1%
O=S(=O)(O)c1ccc2c(c1)C(C(Cl)(Cl)Cl)OC(C(Cl)(Cl)Cl)O2 (stereo not drawn)	1%
O=C1C2C3C=CC(C4CC34)C2C(=O)N1CCCCN1CCN(c2ccc(F)cc2)CC1 (stereo not drawn)	6%
COc1ccc(C)cc1NS(=O)(=O)c1ccccc1	-2%
Fc1cccc(Cc2c(-c3ccco3)nc3c4ccccc4ccn23)c1	-2%
O=C(c1cnccn1)N1CCC2(CC1)CN(Cc1ccncc1)C2	4%
O=C1NC(c2ccccc2)Cc2ccncc21 (stereo not drawn)	-2%
NC(N)=NN=C(c1ccc(F)cc1)c1ccc(C(F)(F)F)cc1	-5%
COCOCCn1cc(CN2CCS(=O)(=O)N(Cc3ccc(-c4ccc(OC)cc4)cc3)C(CC(C)C)C2=O)nn1 (stereo not drawn)	0%
OC[C@@H]1CN(Cc2cccnc2)C[C@H](n2cnc3c(NC4CCCC4)ncnc32)O1	2%
CCc1ccc(C2N=C(N)Nc3nc4ccccc4n32)cc1 (stereo not drawn)	-17%
O=C1CCC(OCc2ccccc2)CCN1[C@H](CSc1ccccc1)Cc1ccccc1 (stereo partly drawn)	3%
CC(=O)c1cccc(NC(=O)CN2C(=O)CC(c3ccc(C)cc3C)=Nc3ccccc32)c1	-2%
COc1ccc2c(CN3CCN(C(C)=O)CC3)cc(=O)oc2c1	3%
Cc1c(C(=O)Nc2ccc(F)cc2F)sc2nc3n(c(=O)c12)N=C(c1ccccc1)CS3	-6%
O=C(CCNS(=O)(=O)c1ccc2c(c1)CCCC(=O)N2)NCc1ccc(Cl)cc1	-3%
O=C(NC1CC(=O)N(c2ccccc2)C1)C(c1ccccc1)c1ccccc1 (stereo not drawn)	0%
COC(=O)c1ccccc1NC(=O)Cn1c(=O)cc(C)c2c(C)nn(C)c21	1%
O=C(CCNS(=O)(=O)c1ccc(Br)s1)Nc1ccc(Br)cc1	2%
C[C@H](CO)N1C[C@H](C)[C@@H](CN(C)S(=O)(=O)c2cccc(F)c2)OCc2cnnn2CCCC1=O	5%
COc1ccc(NC(=O)CSc2nc3ccccc3n2CC(=O)N(C)c2ccc(F)cc2)cc1	-1%
Oc1c(N=Nc2nn[nH]n2)ccc2ccccc12	-20%
Cc1ccc(NC(=O)CSc2ncc3c(n2)-c2ccccc2N(Cc2cccc(F)c2)S3(=O)=O)cc1F	2%
COCC(=O)N1CCC2(CC1)CN(C(c1ccccc1)c1ccccc1)C2	2%
